Screening data (PubChem)
UTI89 phage lysis: protection from phage-mediated lysis, alamar blue read-out – E. coli UTI89, K1F phage, bacterial capsule biogenesis inhibitors (AID 488966) | E. coli UTI89 K1F phage lysis, alamar blue, 2 h; higher % means a stronger effect | inhibition, % at 100 µM, or IC50 in µM where a hit was titrated | 340,000 compounds, 0.02% hits;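 active = phage lysis inhibition, versus mean bacterial control, above a set limit; inconclusive = no clear call, values can overlap the other calls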;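 also: capsule biogenesis inhibitors block K1F phage lysis so surviving cells raise fluorescence; higher fluorescence means more inhibition of phage lysis; actives were called in the ten point dose series up to 300 µM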
NTR1 ag: NTR1-driven beta-arrestin-GFP spot formation – imaging, U2OS cells, high content, primary screen (AID 493036); P30989; agonist mode; activation, % at 20 µM; 330,000 compounds, 0.17% hits;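 active = activation at or above 40% of the spot to cytoplasm intensity ratio, with at least 20 cells analyzed; inconclusive = wells under 20 cells, flagged as cytotoxic or low count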;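 also: 0% = DMSO without peptide and 100% = 100 nM NTR1 peptide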
Target sequence (P30989 whole entry, looked up): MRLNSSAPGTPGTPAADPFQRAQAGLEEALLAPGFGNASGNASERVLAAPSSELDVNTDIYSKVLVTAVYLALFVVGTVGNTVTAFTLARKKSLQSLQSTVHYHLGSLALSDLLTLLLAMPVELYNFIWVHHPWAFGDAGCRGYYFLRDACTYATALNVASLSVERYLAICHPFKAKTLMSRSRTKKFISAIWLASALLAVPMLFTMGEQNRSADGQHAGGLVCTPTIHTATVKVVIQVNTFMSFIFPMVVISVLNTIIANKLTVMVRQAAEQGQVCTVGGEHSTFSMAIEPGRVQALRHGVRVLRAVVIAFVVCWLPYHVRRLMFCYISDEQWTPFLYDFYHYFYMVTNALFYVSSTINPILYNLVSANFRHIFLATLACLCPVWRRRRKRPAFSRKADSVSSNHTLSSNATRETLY
Large T inhibition: SV40 large T antigen inhibitors, biochemical (AID 1903) | inhibition, % at 20 µM; hits with a dose series show IC50 in µM | 310,000 compounds, 0.39% hits | SV40 large T antigen ATPase/helicase inhibition assay; higher % means a stronger effect; in the data active = a potency from the dose series; inconclusive = inhibition mostly from about 32% at the one dose, without a potency; inactive = the rest, 99 in 100 with inhibition below about 32%; also: strong numbers were not always called active
Myeloid diff MLP: myeloid differentiation induction. calls only at 10 µM. 360,000 compounds, 1% hits. ER-HoxA9 myeloid progenitors, lysozyme-GFP differentiation, flow cytometry;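 active = normalized GFP-positive differentiation at or above the plate's own cutoff, the solvent-only control mean plus 3 SD; inconclusive = no clear call, values can overlap the other calls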;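 also: cells exposed to compound for four days before flow analysis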
RSV antiviral HEp-2: RSV antiviral activity via CPE protection, HEp-2 cells, primary 10 µM value included (AID 2391); HEp-2 cells, RSV-induced CPE inhibition; higher % means a stronger effect; one-dose CPE inhibition, % at 10 µM; IC50 in µM for titrated hits; 310,000 compounds, 0.13% hits; in the data active = a potency from the dose series; inconclusive = CPE inhibition mostly from about 23% at the one dose, without a potency; inactive = the rest, 99 in 100 with CPE inhibition below about 21%; also: strong numbers were not always called active
PhoP inhibition: PhoP-dependent GFP reporter repression – Salmonella Typhimurium, primary screen (AID 1863); S. Typhimurium PhoP-regulated promoter GFP reporter, 4 h; higher % means a stronger effect; 300,000 compounds, 0.16% hits; one-dose inhibition, % at 50 µM; IC50 in µM for titrated hits;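 active = inhibition over 29.93%, a cutoff 3 SD above the screen mean, later confirmed by dose response; inconclusive = inhibition over 29.93% but no dose response follow-up; inactive = inhibition at most 29.93% or unconfirmed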;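 also: 0% = low Mg2+ inducing control and 100% = high Mg2+ repressing control; strong numbers were not always called active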
TNAP activation fold: stimulation of alkaline phosphatase TNAP activity – biochemical, luminescent, no phosphate acceptor, uHTS, primary screen (AID 1001); purified TNAP, luminescent activation assay, no phosphate acceptor; higher activation fold means a stronger effect; one-dose activation fold at 20 µM; EC50 in µM for titrated hits; 200,000 compounds, 0.03% hits; in the data active = activation fold from about 3, or a potency from the dose series; inactive = the rest, 99 in 100 with activation fold below about 1.6; also: many of its hits are not listed in these tables
T cell HTS: modulates CD8 T cell binding to vesicles | 2C CD8+ T cell-vesicle binding, flow cytometry; active compounds read low | calls only at 7 µM | 330,000 compounds, 0.068% hits;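 active = response, share of CD8 T cells binding vesicles, and their 90th percentile fluorescence all below set limits, cut at about 80% in these data, passing the limit was not always enough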
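Assay system: 2C TCR transgenic mouse naive CD8+ T cells, MACS-purified | Read-out: CD8+ gate FL2 mean fluorescence as % of same-row positive control | Signal: High-throughput flow cytometry with anti-B7-1 and anti-CD8 staining | Timing: Binding step 1.5 h, 37 °C, antibody labelling 20 min, ice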
Rac1 GTP hydrolysis: MgcRacGAP GTPase-activating activity inhibitors, confirmation, biochemical, ADP Hunter fluorescence. MgcRacGAP-stimulated Rac1 GTP hydrolysis, ADP Hunter fluorescence; higher % means a stronger effect; GST-tagged Rac1 F28L mutant substrate. inhibition, % at 30 µM, or IC50 in µM where a hit was titrated. 340,000 compounds, 0.6% hits. AID 624330;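 active = first-screen hits whose inhibition reached a set limit at any dose in the follow-up dose series; inconclusive = inhibition above the set first-screen limit but never retested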;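 also: fluorescence reports GDP produced by GAP-driven GTP hydrolysis; strong numbers were not always called active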
T cell HTS vesicle-bound %: second read-out of T cell HTS, no call of its own (marks repeat the call); double positive events, %; measured here: CD8+ vesicle-bound cell fraction;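 binding gate set so that unloaded-vesicle control wells show 10% double positive cells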
NTR1 ag cell count 20 µM: recorded beside NTR1 ag, whose call it bears; cell count; measured here: cell count, cytotoxicity flag
Myeloid diff MLP GFP+ MAC1+ %: further read-out of Myeloid diff MLP, marked with its call; GFP+ MAC1+ double positive, %; measured here: differentiation confirmed by MAC1 staining
* hit, by the source's call; i = inactive; ? = inconclusive; nt = no result given; + = active, no number; & = joins results of further samples; [ ] = dose if it differs, or a comment.

canonical_smiles,UTI89 phage lysis,NTR1 ag,NTR1 ag cell count 20 µM,Large T inhibition,Myeloid diff MLP,Myeloid diff MLP GFP+ MAC1+ %,RSV antiviral HEp-2,PhoP inhibition,TNAP activation fold,T cell HTS,T cell HTS vesicle-bound %,Rac1 GTP hydrolysis
CN(C(=O)c1ccccc1)c1ccccc1C(=O)NCCc1ccccc1,1.1%[50 µM],-0.1,47,7%,i,1.2,1.2%,2%,nt,i,53,13%
O=C(Cc1ccc(F)cc1)N1CCC2(CC1)NCCc1[nH]cnc12,0.4%,0.3,62,12%,i,1.4,-0.4%,-4%,nt,i,23,1%
COc1cc(CN2CCC(Cc3ccccc3)CC2)c([N+](=O)[O-])cc1OC,-0.3%,0.6,57,7%,i,0.3,-0.1%,4%,nt,i,36,27%
COc1ccc(-c2cc(C(=O)N/N=C(\C)c3cccnc3)c3cc(C)ccc3n2)cc1OC,-0.6%[50 µM],0.1,54,13%,?,nt,2.0%,0%,nt,i,3,4%
Cc1ccc(Cl)cc1NC(=S)Nn1cnnc1,-1.2%[50 µM],-0.7,51,12%,i,0.7,0.0%,-2%,nt,i,16,8%
Nc1c(N(CCC2=CCCCC2)C(=O)c2ccc([N+](=O)[O-])o2)c(=O)[nH]c(=O)n1Cc1ccccc1,-2.2%[50 µM],1.8,62,13%,+,7.5*,-1.2%,-7%,nt,i,20,4%
CCCS/C(N)=N/N=C/c1cc(C)ccc1O,-0.1%,1.7,36,6%,i,2.2,1.9%,15%,1.1,i,33,3%
COc1ccc(N2CCN(C3CCCN(Cc4ccc(F)c(F)c4)C3)CC2)cc1 (centres undefined),-0.1%,0.9,63,12%,i,0.5,0.1%,4%,nt,i,50,14%
CC(C)(C)C(=O)Nc1ccnn1C1CCN(C(=O)c2ccc(Cl)cc2F)CC1,-0.1%,1.4,47,21%,i,0.5,0.8%,4%,nt,i,35,11%
Cc1ccc(S(=O)(=O)/N=C(\CN2CCCCC2)N2CCOCC2)cc1,5.8%,-0.6,57,9%,i,1.9,0.3%,-2%,1,i,43,0%
CCC1=C(OC(=O)N(CC)CC)N2C(=O)OC(=NCC(=O)OC)[C@]2(C)[C@H]2C1=CC[C@H]1C(=O)N(CC)C(=O)[C@H]12,0.4%,-4.6,65,9%,i,1.4,0.9%,-1%,nt,i,21,11%
CCOc1ccc2[nH]c3c(N4CCc5ccccc5C4)ncnc3c2c1,nt,50*,53*,18%,?,nt,nt,2%,nt,i,52,nt
CC(C)c1ccc(OCc2cccc(C(=O)N/N=C/c3cccnc3)c2)cc1,0.2%,nt,nt,9%,+,1.3*,4.3%,5%,1.1,i,52,11%
CCc1ccccc1N1C(=O)C2C3C=CC(CC3)C2C1=O (centres undefined),0.1%,-0.5,103,-4%,i,0.9,1.2%,10%,nt,i,61,9%
CCN(CC)CCNC(=O)C(=O)NCC1OCCN1S(=O)(=O)c1cccs1 (centres undefined),-0.1%[50 µM],0.8,59,5%,i,0.8,1.1%,-2%,nt,i,15,15%
O=c1[nH]c(=O)n(C2CCCO2)cc1Br (centres undefined),0.5%,0.6,48,0%,i,1.1,1.3%,5%,1.1,i,30,0%
COc1ccc(/C=C/C(=O)c2ccc(Cl)cc2)c(OC)c1,-0.3%,3.0,65,7%,i,4.1,20%,-7%,1.1,i,30,13%
COc1ccc([N+](=O)[O-])cc1N(CC(=O)O)S(C)(=O)=O,0.2%,1.2,42,4%,i,0.1,2.7%,-8%,1.1,i,43,-2%
CCOc1ccc(N2C(=O)CC(Cc3cc(C)cc(C)c3)C2=O)cc1 (centres undefined),0.0%,4.4,49,0%,i,0.4,2.5%,-3%,nt,i,37,7%
CCOc1ccc(NC(=O)COc2ccc(C(=O)N3CCC(C(N)=O)CC3)cc2OC)cc1,0.8%[50 µM],0.2,65,29%,i,0.7,-1.1%,-3%,nt,i,54,0%
Cc1cc(C)cc(N(CCC#N)C(=O)CN2C(=O)NC3(CCCC3)C2=O)c1,0.6%,0.9,43,2%,i,0.3,0.1%,5%,nt,i,30,5%
Cc1ccc(C(=O)CNc2cccc(Cl)c2)cc1,4.8%,3.2,53,-12%,i,0.2,2.7%,-8%,1.2,i,9,4%
C/C(=C/C(=O)N1CCc2ccccc21)C(=O)O,4.5%,-2.0,49,12%,i,0.2,1.6%,9%,1.2,i,32,1%
CC(=O)Nc1ccccc1C(=O)C(=O)Nc1ccccc1,2.7%,0.9,32,17%,i,0.0,-0.3%,-3%,1.1,i,47,-4%
Cc1cc(Oc2ccccc2)nc(SCC(=O)Nc2ccc(Cl)cc2Cl)n1,0.9%,5.9,58,4%,i,1.7,4.2%,3%,1.1,i,34,9%
CC(=O)Nc1cccc(NC(=O)C2CCCN2C(=O)Nc2cccc(F)c2)c1 (centres undefined),3.3%,-1.5,57,6%,i,0.4,2.1%,6%,1,i,43,2%
COC(=O)c1ccccc1NC(=O)c1onc(C)c1Cl,0.3%,-1.1,94,nt,i,0.2,nt,nt,nt,nt,nt,8%
CN1CCN(CC(O)COc2ccc(S(=O)(=O)N3CCOCC3)cc2)CC1 (centres undefined),0.5%[50 µM],-1.1,89,nt,i,0.9,1.1%,nt,nt,i,37,5%
COc1cc(NC(=O)Cc2cccs2)c(C(=O)O)cc1OC,nt,-0.1,93,28%,i,0.2,0.6%,-2%,1,i,39,nt
Cc1cc(C)n2c(nc3ccccc32)c1C(=O)NN,nt,0.4,67,7%,i,0.3,2.1%,-5%,nt,i,50,nt
O=C(c1cccc(-n2cccc2)c1)N1CCN(S(=O)(=O)c2ccccc2Br)CC1,0.1%[50 µM],4.2,61,nt,i,0.5,nt,nt,nt,nt,nt,4%
COc1cccc(/C=N/n2c(-c3cc(C)[nH]n3)n[nH]c2=S)c1OC,1.8%,2.2,46,27%,i,0.2,1.7%,-9%,nt,i,25,?
COc1ccccc1N1C(C)=CC(=C(C#N)c2nc3ccccc3s2)C=C1C,6.3%,1.9,47,9%,+,2.4*,17%,-23%,1,i,44,-1%
CC(C)CCNC(=O)CNC(=S)N(CCCN1CCOCC1)Cc1cccs1,0.6%,2.3,55,5%,i,0.5,-0.4%,2%,1.5,i,33,-2%
Cc1cccc(C)c1NC(=O)CN(C)C(=O)/C=C/c1cccs1,1.9%,2.3,78,8%,i,0.2,0.5%,-13%,1.1,i,56,-2%
CSCCC(NS(=O)(=O)c1cc(C(=O)O)ccc1Cl)C(=O)O (centres undefined),-0.4%,0.8,43,7%,i,0.5,0.0%,-3%,1.1,i,37,2%
Cc1cccc(NC(=O)CC23CC4CC(C2)CC(n2nnc(C)n2)(C4)C3)c1,0.3%,-0.1,71,6%,i,0.6,3.0%,-14%,1.3,i,6,2%
COc1ccc(-c2c(-c3ccc(C#N)cc3)oc(=O)c3cc(OC)c(OC)cc23)cc1,1.2%,7.4,67,nt,i,0.7,nt,nt,nt,i,23,7%
O=C1C2C3C=CC(C3)C2C(=O)N1c1ccncc1 (centres undefined),2.3%,3.5,36,2%,i,0.7,-0.4%,7%,1,i,53,4%
O=C(COC(=O)Cc1n[nH]c(=O)c2ccccc12)Nc1ncc(Cl)cc1Cl,0.0%[50 µM],-1.9,60,nt,i,0.7,0.0%,nt,nt,i,43,-1%
COc1cc(C(=O)NCCC(=O)NCCN2CCOCC2)cc(OC)c1OC,6.7%,-0.2,85,7%,i,4.5,0.4%,-5%,1.2,i,4,6%
N#Cc1c(N)n[nH]c1Cc1cccc2ccccc12,-0.8%,-0.4,48,0%,i,1.3,-0.3%,nt,nt,nt,nt,3%
O=C(COC(=O)/C=C/c1ccc([N+](=O)[O-])cc1)NCC1CCCO1 (centres undefined),-0.1%,-1.0,77,2%,i,0.8,4.4%,-4%,1,i,38,-1%
CC(=O)c1ccccc1C(=O)N1CCCC(C(=O)c2ccc(C(F)(F)F)cc2)C1 (centres undefined),2.6%,1.7,64,nt,?,nt,5.7%,4%,nt,i,23,-7%
Cc1cccc(C(=O)N=c2c(C#N)cc3c(=O)n4cccc(C)c4nc3n2Cc2ccco2)c1,0.6%&0.5%,14,62,32%,i,1.6&0.8,7.5%,-7%,1,i,24,17%&4%
CCOC(=O)c1cnc2c(CC)cccc2c1NCCN1CCOCC1,5.0%,2.5,75,6%,i,0.1,1.6%,8%,nt,i,57,9%
Cc1ccc(C(C(=O)NC2CCCCC2)N(C(=O)c2csnn2)C2CCCC2)o1 (centres undefined),0.5%,1.0,79,-5%,i,1.1,-2.1%,14%,1,i,58,5%
CC1CCN(C(=O)c2ccc3ccccc3c2)CC1,-0.3%,0.0,65,2%,i,0.8,1.0%,9%,nt,i,62,-8%
Cc1cc(C)nc(NS(=O)(=O)c2ccc(NC(=O)CN3C(=O)c4ccccc4C3=O)cc2)n1,nt,0.2,85,5%,nt,nt,3.4%,-6%,1.1,i,34,nt
